Bcl-XL Bim block: disrupts Bim peptide binding to human Bcl-XL. inhibition, % at 10 µM. AID 1007. hit rate 0.04% among 190,000. Q07817. bead flow cytometry, fluorescence
RGS4-Gao reg: modulates binding of RGS4 to human Galphao | P09471 | AID 1415 | Multiplexed bead flow cytometry; actives lie on both sides | hit rate 0.33% among 220,000 | binding response (% of control), % at 10 µM; in the data active = binding response below about 49% or above about 150%; inactive = in between;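 also: fluorescent Galphao activated with aluminum fluoride binding bead-coupled RGS4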
Target sequence (P09471 whole entry, looked up): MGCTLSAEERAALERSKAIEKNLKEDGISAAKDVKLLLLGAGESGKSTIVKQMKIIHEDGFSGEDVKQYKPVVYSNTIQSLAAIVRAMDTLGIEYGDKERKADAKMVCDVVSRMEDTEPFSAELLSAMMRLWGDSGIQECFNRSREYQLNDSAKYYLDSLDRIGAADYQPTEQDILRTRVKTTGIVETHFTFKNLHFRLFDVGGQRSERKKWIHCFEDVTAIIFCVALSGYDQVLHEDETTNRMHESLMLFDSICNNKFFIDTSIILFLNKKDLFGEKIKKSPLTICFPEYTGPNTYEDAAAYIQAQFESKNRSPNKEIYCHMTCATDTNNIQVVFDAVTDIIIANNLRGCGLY
RGS7-Gao: human RGS7-Galphao interaction regulation; P09471; Multiplexed bead flow cytometry, RGS7-Galphao binding; actives lie on both sides; binding response (% of control), % at 10 µM; hit rate 0.35% among 220,000; in the data active = binding response below about 49% or above about 150%; inconclusive = no clear call, values can overlap the other calls; inactive = in between;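 also: fluorescent Galphao held in activated GDP-AlF4 state binding bead-coupled RGS7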
RGS8-Gao reg: human RGS8-Galphao interaction regulation; P09471; multiplexed bead flow cytometry, RGS8-Galphao binding; actives lie on both sides; response (percent of control binding), % at 10 µM; hit rate 0.34% among 220,000; AID 1423; in the data active = response below about 60% or above about 140%; inactive = in between;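 also: Galphao activated as the GDP aluminium fluoride complex binding bead-coupled RGS8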
Mcl-1 Bim block: disrupts Bim peptide binding to human Mcl-1. inhibition, % at 10 µM. AID 1009. hit rate 0.1% among 190,000. Q07820. Bead-based flow cytometry, Bim peptide-Mcl-1 binding;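 also: 0% = no compound tracer wells and 100% = peptide blocker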
Bcl-2 Bim block: human Bim-Bcl-2 interaction inhibition. P10415. Bead-based flow cytometry, Bim peptide-Bcl-2 binding. inhibition, % at 10 µM. AID 950. hit rate 0.06% among 190,000; in the data active = inhibition above about 40%; inconclusive = no clear call, values can overlap the other calls;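 also: 0% = no compound wells with probe peptide and 100% = reference peptide inhibitor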
Target sequence (P10415 whole entry, looked up): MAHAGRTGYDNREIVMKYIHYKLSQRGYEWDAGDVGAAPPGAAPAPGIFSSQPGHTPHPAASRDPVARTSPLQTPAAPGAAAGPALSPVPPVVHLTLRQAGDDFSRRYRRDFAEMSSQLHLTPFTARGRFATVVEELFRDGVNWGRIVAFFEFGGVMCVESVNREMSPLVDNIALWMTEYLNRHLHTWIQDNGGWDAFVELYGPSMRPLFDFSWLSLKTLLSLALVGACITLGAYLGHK
Bcl-W Bim block: human Bim-Bcl-W interaction inhibition; bead-based flow cytometry, Bim peptide-Bcl-W binding; inhibition, % at 10 µM; hit rate 0.02% among 190,000; AID 952;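 also: 0% = bound tracer without compound and 100% = peptide blocker; higher means less fluorescent Bim peptide bound to Bcl-W beads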
Target sequence (Q92843 whole entry, looked up): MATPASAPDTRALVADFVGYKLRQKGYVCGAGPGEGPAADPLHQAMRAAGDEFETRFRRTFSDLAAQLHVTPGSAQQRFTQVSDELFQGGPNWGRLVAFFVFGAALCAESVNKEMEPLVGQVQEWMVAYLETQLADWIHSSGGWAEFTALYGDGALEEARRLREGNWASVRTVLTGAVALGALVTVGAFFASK
Bim-Bcl-B: disrupts Bim peptide binding to human Bcl-B | AID 951 | Q9HD36 | hit rate 0.073% among 190,000 | bead-based flow cytometry | inhibition, % at 10 µM;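 also: 0% = tracer peptide without compound and 100% = reference inhibitor peptide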
Target sequence (Q9HD36 whole entry, looked up): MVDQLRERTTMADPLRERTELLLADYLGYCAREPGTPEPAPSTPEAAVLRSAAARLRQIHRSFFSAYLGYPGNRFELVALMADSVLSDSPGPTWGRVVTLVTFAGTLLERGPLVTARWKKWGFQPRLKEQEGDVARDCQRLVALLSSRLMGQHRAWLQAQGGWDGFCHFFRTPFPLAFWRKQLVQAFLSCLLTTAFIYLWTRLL
GSH fluor: compound fluoresces at 488/530 nm on GSH beads; GSH beads flow cytometry, compound fluorescence 488/530 nm; hits give high values; fluorescence (KMESF) at 10 µM; hit rate 0.25% among 190,000; AID 1776; in the data active = fluorescence above about 89;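 also: glutathione beads carrying GST-tagged Bcl family fusion proteins plus one bare bead set; values are compound well signal with DMSO vehicle wells as background; inactives centre near 16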
Mcl1-Bid inh: Mcl-1/Bid interaction inhibition; Q07820; TR-FRET Mcl-1/Bid-Dy647 peptide binding, 1536-well; inhibition, % at 21.7 µM; hit rate 0.97% among 220,000; AID 1021;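 active = compounds that cut the binding signal by more than half at the single screening dose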;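 also: His-tagged Mcl-1 with europium anti-His antibody binding Bid BH3 peptide; 0% = Mcl-1 plus peptide wells and 100% = peptide-only wells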
Bfl-1 Bim block: inhibitors of Bim-Bfl-1 interaction, human | hit rate 0.12% among 190,000 | inhibition, % at 10 µM | AID 1008 | Q16548 | Bead-based flow cytometry, Bim-Bfl-1 binding inhibition;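 also: 0% = wells without compound plus tracer and 100% = blocker peptide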
The depositor's hits bear a star; ? = inconclusive; [ ] = another dose, or the depositor's remark. Rule as the data show it, unless noted: active = inhibition above about 40%.

item	Bcl-XL Bim block	RGS4-Gao reg	RGS7-Gao	RGS8-Gao reg	Mcl-1 Bim block	Bcl-2 Bim block	Bcl-W Bim block	Bim-Bcl-B	GSH fluor	Mcl1-Bid inh	Bfl-1 Bim block	compound
1	-3	95	97	96	-3	-2	-3	-2	19	-5	-2	CCCCNc1cc(=O)oc2ccccc12
2	-2	90	?	93	0	-1	1	-4	13	-59	-2	CN1C2=CC=CC=CC2=[N+](C)C12C=CC(=[N+]([O-])[O-])C=C2[N+](=O)[O-] (stereo not drawn)
3	-2	101	101	99	0	-5	-2	-1	23	-21	-2	CC(=O)NNc1nc2ccccc2s1
4	6	102	100	104	1	-1	1	6	10	-6	-6	CCC(=O)c1ccc(OC(=O)c2cnccn2)cc1
5	0	90	92	91	1	1	2	2	9	7	0	N/C(=N\OC(=O)N1CCOCC1)c1ccc(Cl)cc1
6	0	98	98	103	-1	-6	1	-4	23	-19	-4	COc1ccc(CCN2CC(C(=O)NCCc3ccc(C)cc3)CC2=O)cc1OC (stereo not drawn)
7	-3	97	92	95	2	-9	2	-4	38	-6	-15	COc1ccc(C(C(=O)NC2CCCCC2)N(CC2CCCO2)C(=O)CNC(=O)c2ccco2)cc1 (stereo not drawn)
8	1	104	95	107	2	4	4	0	30	-45	0	O=[N+]([O-])c1cccc(-n2cccc2/C=N/Nc2nc(N3CCCCC3)nc(N3CCCCC3)n2)c1
9	0	105	104	103	0	-3	1	0	13	-10	0	CC(Sc1nnnn1C)C(=O)NC(=O)NC1CCCCC1 (stereo not drawn)
10	-8	101	104	103	-1	-2	-2	2	15	4	8	CCOc1cc(CNn2nnnc2N)ccc1OCC(=O)NC(C)(C)C
11	-9	101	100	102	-4	-12	0	-11	34	-16	-19	O=C(/C=C/c1cccs1)Nc1nc(-c2ccccc2)cs1
12	-5	99	104	98	-4	-10	1	-13	10	9	-10	Cc1ccc(S(=O)(=O)N2CCCCC2C(=O)N2CCN(C)CC2)cc1 (stereo not drawn)
13	-2	99	100	101	-4	-2	-5	-6	27	-7	0	COc1ccccc1-n1c(N)c(C(=O)NCC2CCCO2)c2nc3ccccc3nc21 (stereo not drawn)
14	-4	104	107	103	0	-10	0	-5	23	-6	-12	Cc1ccc2nc(NC(=O)C3CCCN(S(=O)(=O)c4cccnc4)C3)sc2c1 (stereo not drawn)
15	-3	91	94	96	-1	1	-1	-2	11	-41	-6	CN(C)/C=C/C(=O)c1ccc(Oc2ncccn2)cc1
16	-6	99	97	102	-3	-7	0	-12	29	17	-13	Cc1ccc(NC(=O)C2CCCN(S(=O)(=O)c3c(C)noc3/C=C/N(C)C)C2)cc1F (stereo not drawn)
17	0	101	97	98	1	-1	1	-4	11	-42	-7	O=C(c1ccc(Cl)c(Cl)c1)N1CCC(O)(CN2CCOCC2)CC1
18	-3	102	100	91	-7	-13	-6	-8	32	-6	-9	CCOc1ccc(-c2cc(CCCC(=O)NCCc3ccccc3)no2)cc1
19	-5	97	99	98	-1	0	-3	0	71	-12	-2	Cc1cccc(-n2ccnc2SCC(=O)O)c1C
20	-4	96	97	75	-5	3	-2	-3	9	-50	2	COC(=O)CC1=NN(c2ccccc2)C(=O)/C1=C\c1ccc(OC)cc1

4 records picked at random from those above, as already listed:
item	Bcl-XL Bim block	RGS4-Gao reg	RGS7-Gao	RGS8-Gao reg	Mcl-1 Bim block	Bcl-2 Bim block	Bcl-W Bim block	Bim-Bcl-B	GSH fluor	Mcl1-Bid inh	Bfl-1 Bim block	compound
7	-3	97	92	95	2	-9	2	-4	38	-6	-15	COc1ccc(C(C(=O)NC2CCCCC2)N(CC2CCCO2)C(=O)CNC(=O)c2ccco2)cc1 (stereo not drawn)
19	-5	97	99	98	-1	0	-3	0	71	-12	-2	Cc1cccc(-n2ccnc2SCC(=O)O)c1C
15	-3	91	94	96	-1	1	-1	-2	11	-41	-6	CN(C)/C=C/C(=O)c1ccc(Oc2ncccn2)cc1
3	-2	101	101	99	0	-5	-2	-1	23	-21	-2	CC(=O)NNc1nc2ccccc2s1

(continued)
item	Bcl-XL Bim block	RGS4-Gao reg	RGS7-Gao	RGS8-Gao reg	Mcl-1 Bim block	Bcl-2 Bim block	Bcl-W Bim block	Bim-Bcl-B	GSH fluor	Mcl1-Bid inh	Bfl-1 Bim block	compound
21	0	97	103	99	-2	-1	0	-2	12	-5	-3	Cc1csc(CN(C)C(=O)CC2C(=O)NCCN2Cc2ccc(-c3ccccc3)cc2)n1 (stereo not drawn)
22	-1	103	106	102	-1	-8	0	-8	36	-16	-10	COc1ccc(C(=O)Sc2ccc(Cl)cc2)cc1OC
23	-7	100	98	101	-2	-10	-6	-7	14	-11	-10	CCCCC1(C(=O)OCC)CC(CN2CCOCC2)OC1=O (stereo not drawn)
24	-3	105	103	108	-1	-3	0	-8	10	-12	-9	COc1ccc(CCNC(=O)c2c(C)nc3ccccn23)cc1
25	-1	98	99	101	2	0	0	-2	28	-56	-9	Cc1cc(C(=O)OCC(=O)NCCc2ccccc2)c(C)o1
26	1	98	94	94	0	0	2	-2	27	-27	0	O=C(CSc1ccc(-c2ccco2)nn1)Nc1ccccc1
27	0	100	98	101	-1	-4	4	-7	11	-19	2	CC(C)(C)CC(=O)N1CCC(c2nc3c(nnn3Cc3c(F)cccc3Cl)c(=O)[nH]2)CC1
28	-2	94	94	89	-2	-2	0	1	26	-30	0	ONC=Nc1cccc2nonc12
29	-2	100	99	98	0	-2	0	-1	24	-9	-1	CCC(C)NC(=O)C(=O)NCc1ccncc1 (stereo not drawn)
30	-8	102	100	99	-4	-7	0	-11	22	24	-9	O=C(CNCCC1=CCCCC1)Nc1ccc(N2CCCCCC2)cc1
31	-6	106	103	105	-5	-9	-2	-2	21	-24	-21	COc1ccccc1-c1noc(-c2cc(OC)c(OC)c(OC)c2)n1
32	-6	102	100	102	-12	-6	-5	-3	12	-7	-4	COc1ccc(-c2nc(N3CCCC3)[nH]c(=O)c2C#N)cc1
33	0	98	100	104	-3	1	1	0	16	13	-1	CCCCN(CC)C(=O)CN(C)S(=O)(=O)c1cccc2nsnc12
34	-2	100	110	102	0	-7	3	-5	11	-5	-6	O=c1oc2ccccc2c(Nc2cccc(O)c2)c1[N+](=O)[O-]
35	-3	104	100	101	-3	-3	-3	-3	13	-19	-4	COCCn1c(N)c(N(Cc2ccccc2)C(=O)Cc2ccccc2F)c(=O)[nH]c1=O
36	-13	110	106	108	-4	-14	0	-12	35	-39	-18	COc1ccc2c(c1)NC(=O)CC(c1ccccc1)=N2
37	-2	98	98	98	0	-10	0	-8	13	-17	-11	CC1CCCCC1NC(=O)CN(C)S(=O)(=O)c1cccc2nsnc12 (stereo not drawn)
38	18	85	89	81	17	8	13	11	13	2	7	CN(Cc1ccccc1)C(=O)COC(=O)c1ccc(Cl)c(N)c1
39	-6	100	102	102	0	-10	-2	-7	13	-4	-7	O=C(NC(=S)Nc1ccc(N2CCOCC2)c(Cl)c1)c1sc2ccccc2c1Cl
40	-1	93	97	100	1	-5	0	-7	9	-12	-9	Cc1cccc2[nH]c3c(N4CCN(C(=O)c5ccco5)CC4)ncnc3c12
41	-6	100	99	97	-6	-1	-4	-5	33	-5	-4	Cc1csc(NC(=O)c2cccc(C)c2C)n1
42	3	100	109	106	4	-1	4	-3	28	-19	-6	OCCCC1CCCCN1Cc1nc(Cc2ccccc2Cl)no1 (stereo not drawn)
43	-1	101	?	102	-3	-3	1	-2	13	-14	-6	CC(C)CCn1nnnc1CN1CCN(C(c2ccccc2)c2ccccc2)CC1
44	-5	101	100	100	-2	-4	-4	-13	12	-32	-2	Cc1ccc(NC(=S)NCc2ccccc2)cc1S(=O)(=O)N1CCCCC1
45	-2	97	100	99	-1	-5	-2	0	16	-12	0	Cc1ccccc1NC(C)C(=O)N/N=C/c1ccccc1OCc1cccc(Br)c1 (stereo not drawn)
46	-2	95	96	99	2	-2	1	-3	12	-19	-7	CCn1cnc2cc(NC(=O)c3cccs3)ccc21
47	-1	102	102	104	-2	-8	-2	-5	9	-13	-10	O=C(Cc1ccccc1)c1c[nH]c(C(=O)NCCCn2ccnc2)c1
48	-2	110	155*[activator]	102	1	-4	1	0	10	2	-5	CN(C)CCN=c1cc(-c2ccccc2)oc2ccc(Cl)cc12
49	-3	96	96	99	-1	-8	1	-8	11	-19	-13	O=C(NCCCN1CCCCC1)c1ccc2c(=O)n(CCc3ccccc3)c(=O)[nH]c2c1
50	-3	99	97	100	-1	0	0	0	6	-35	0	CC1CN(C(=O)c2ccn(C)n2)CC(C)O1 (stereo not drawn)
51	-4	92	?	96	-2	-5	-4	-6	15	-8	-5	O=C(Cn1nc(-c2cccc([N+](=O)[O-])c2)c2ccccc2c1=O)NCC1CCCO1 (stereo not drawn)
52	-6	100	99	102	0	-6	-4	-3	79	-22	-7	COc1ccc(Cn2nnnc2CN(Cc2cc3cccc(C)c3[nH]c2=O)C2CCCC2)cc1
53	-2	104	110	102	6	-3	1	-4	12	-1	-5	O=c1[nH]c(SCc2c(Cl)cccc2Cl)nc2ccccc12
54	0	103	107	104	1	0	0	-2	27	-21	-7	Cc1nc2cc(N)ccc2n1C1CCCCC1
55	-21	101	99	103	-6	-11	0	-11	36	-11	-16	CC(=O)C1C(c2ccc(F)cc2)NC(=O)NC1(O)C(F)(F)F (stereo not drawn)
56	-2	96	97	98	-1	-3	-2	-5	10	-28	-3	Clc1ccc2c(NCc3ccccn3)ncnc2c1
57	-3	90	93	96	-2	2	-3	-4	20	-8	-1	O=C(Nc1cccc(NC(=O)c2ccco2)c1)c1cnccn1
58	-1	102	99	99	-8	-3	-3	-6	14	-9	0	Cc1ccccc1S(=O)(=O)NC1OC(=O)C(Oc2ccccc2)=C1Br (stereo not drawn)
59	1	100	105	102	0	3	7	-2	23	-12	25	COC1C=CC(CNC(=O)c2cc3c(=O)n4cccc(C)c4nc3n2C)(OC)O1 (stereo not drawn)
60	-5	101	99	100	0	-10	-1	-12	27	-4	-13	Cc1c(S(=O)(=O)N2CCN(C(c3ccccc3)c3ccccc3)CC2)c(=O)n(C)c(=O)n1C
61	-6	103	100	101	-2	0	-5	-9	18	-6	1	Cc1nc2cc(S(=O)(=O)N(C)C)ccc2n1-c1ccccc1
62	-12	102	100	93	-7	-3	-7	-50	13	-42	9	CC(C)CC(=O)NNC(=S)Nc1ccc(S(N)(=O)=O)cc1
63	-4	102	102	102	-1	-4	-3	-4	12	1	2	CCC(C)NS(=O)(=O)c1ccc(OCC(=O)N2CCC(C)CC2)cc1 (stereo not drawn)
64	-11	102	100	98	-5	-8	-7	-14	15	-9	-11	COc1ccc(Cl)cc1N1CC(c2nc3ccccc3[nH]2)CC1=O (stereo not drawn)
65	-9	92	94	96	-2	-3	-6	-8	13	72*	-6	Cc1ccc(C)c(NC(=O)C2CCCN2/C=C/C(=O)C(F)(F)F)c1 (stereo not drawn)
66	-3	95	97	101	0	-11	0	-1	20	-25	-13	Cc1cc(C)c(C(N)=O)c(Nc2ccc3c(c2)OCCO3)n1
67	-1	102	98	101	0	-1	0	0	14	-8	-7	CCN(CC)CCCN(C(=O)Cn1nnc(-c2ccc(OC)c(OC)c2)n1)C(C(=O)NC(C)(C)C)c1ccc(F)cc1 (stereo not drawn)
68	21	100	99	100	15	19	19	12	8	12	19	OCCN(CCO)c1ccc(C(c2ccc(Cl)cc2)c2ccc(N(CCO)CCO)cc2Cl)c(Cl)c1
69	0	95	95	99	-3	-3	-1	-2	28	-23	-1	C=C(C)C(=O)Nc1ccc(OC(F)(F)C(F)F)c(NC(=O)C(=C)C)c1
70	-3	102	105	101	0	-8	1	-10	10	-5	-7	COc1ccc(OCCSc2nnc(CCNC(=O)c3ccc(Cl)c(Cl)c3)n2C)cc1

Assay outcomes as filed in PubChem BioAssay.
